Screening results deposited in PubChem by National Center for Advancing Translational Sciences (NCATS).
Pf Dd2 inh = qHTS Primary assay for Inhibitors of Plasmodium falciparum Dd2 growth in vitro | P. falciparum Dd2 growth, SYBR Green, 72 h | Potency, µM (doses to about 28.9 µM), without a hit: at the top dose activity, negative = inhibition, actives largely listed as inhibitors | 120,000 compounds, 4.3% hits | AID 1347417, 2020; active = well fitted inhibition curve with a large enough effect; inconclusive = small, poorly fitted or top-dose-only effect; inactive = no such curve, though single readings can be large or run the other way;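 note: plate controls were DMSO vehicle for no effect and reference drug for full effect; nearly all actives have a fitted effect of over 65% in size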
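Infected erythrocytes (Dd2, 0.3% parasitemia, 2.5% hematocrit final) are added to compound in RPMI-1640/Albumax II medium, grown 72 h at 37C in low oxygen, then lysed with saponin/Triton-X containing SYBR Green and read by fluorescence.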
Active calls of the source: *; i = inactive; ? = inconclusive; ! = not confirmed by another sample; [ ] = remark or other dose. Potency is the fitted concentration of half-maximal effect.

compound	Pf Dd2 inh
Cc1ccc(C)c(CN2C(=O)CSc3ccc(C(=O)NCCc4ccc(Cl)cc4)cc32)c1	-9%
O=S(=O)(NC[C@H]1OC[C@@H](NCc2cccs2)[C@@H]1O)c1ccccc1	-14%[44.1 µM]
Cc1nc2cc(-c3ccccc3)nn2c(C)c1CCC(=O)Nc1ccc(F)cc1F	-10%
CCCc1cc(C(=O)N2CCC(=O)N(CC3CC3)C(C(C)C)C2)n[nH]1 (stereo unspecified)	-2%
Cc1cccc(C(=O)NCCC2CCN(C(=O)Nc3cc(F)ccc3F)CC2)c1	-17%
Cc1ccc(CN(C(=O)COc2cccc(Cl)c2)c2ccccn2)o1	5%
CCc1nc(-c2c3n(c(=O)n(Cc4ccc(OC)cc4)c2=O)CCCC3)no1	i
Cc1cnc(C2CCOCC2)n1CC1CCN(S(=O)(=O)c2cccnc2)CC1	-18%
CN(C1CCOCC1)C1CCN(C(=O)c2ccccc2Cl)CC1	-6%
COc1cncc(CN2CCC3(CC2)C(=O)Nc2cc(OC4CCCC4)c(OC)cc23)c1	?
Cc1ccc(C)c(Cn2c3ccccc3c3cnn(CC(=O)NCc4ccccc4)c(=O)c32)c1	?
O=C(c1cccs1)N1CCCc2cc(NS(=O)(=O)c3cc(F)ccc3F)ccc21	i

compound	Pf Dd2 inh
O=C(Cn1ncc2ccsc2c1=O)N1CCN(c2ccccc2F)CC1	22%
CCC1(CO)CCCN(S(=O)(=O)c2ccc3c(c2)OCCO3)C1 (stereo unspecified)	-11%
COCCNC(=O)CCC(=O)NNc1nc2ccccc2c2nc(C)nn12	5%
CCOc1ccc(CN2CCOc3ccc(C(=O)NCc4ccccc4F)cc3C2)cc1	i
Clc1ccc2c(c1)NC(c1ccncc1)=NC(c1cccs1)=N2	?
CCCCNC(=O)C1CCN(Cc2nc(-c3ccc(OC)c(OC)c3)oc2C)CC1	-4%
CCc1nc(-c2c3n(c(=O)n(CC(=O)Nc4cccc(Cl)c4)c2=O)CCCCC3)no1	-4%
Cn1cnnc1SCC(=O)Nc1ccc(C#N)cc1	7%
COc1ccc(C(=O)Nc2ccc(C(=O)OCc3cc(=O)n4nc(C(C)C)sc4n3)cc2)cc1	59%[activator]
COCC1CN(C(=O)NCCc2ccccc2)CC12CCNCC2 (stereo unspecified)	7%
COC(=O)c1ccccc1NC(=O)N1CCc2c(sc3c2CCCC3)C1c1ccc(F)cc1 (stereo unspecified)	i
Cc1nc(NCCC2CCOC2)c2c(C)nn(C)c2n1 (stereo unspecified)	-11%

Shown with each value named: entries from further up
Clc1ccc2c(c1)NC(c1ccncc1)=NC(c1cccs1)=N2
  Pf Dd2 inh = ?
CCCCNC(=O)C1CCN(Cc2nc(-c3ccc(OC)c(OC)c3)oc2C)CC1
  Pf Dd2 inh = -4%
CCc1nc(-c2c3n(c(=O)n(CC(=O)Nc4cccc(Cl)c4)c2=O)CCCCC3)no1
  Pf Dd2 inh = -4%
Cn1cnnc1SCC(=O)Nc1ccc(C#N)cc1
  Pf Dd2 inh = 7%

The list continues.
compound	Pf Dd2 inh
O=C(c1cccn1-c1nnc(N2CCCC2)s1)N1CCN(c2ccc(F)cc2)CC1	2%
Cc1nc2c(c(N(C)Cc3noc(C4CCCC4)n3)n1)CCNCC2	?
O=C(c1cccnc1)N1CCC2(CC1)C(=O)NN=C2c1cccnc1	-14%
COc1ccc(C(=O)N2CC(Oc3ccc(-c4nc(-c5ccccc5)no4)cc3)C2)cc1	48%[activator][5.79 µM]
Cc1ccc(CN2CCCCCNC(=O)[C@@H]3CCC[C@@H]32)s1	-17%
O=C([C@H]1C[C@H](Oc2cccnc2)CN1C(=O)NC1CCCC1)N1CCOCC1	4%
COc1ccc(Nc2nc3c(S(=O)(=O)c4ccccc4)nnn3c3ccc(Cl)cc23)c(OC)c1	23%
COc1ccccc1CNC(=O)CCCN1C(=O)CSc2c1c(C)nn2-c1ccccc1	6%
COC(=O)c1ccc(Cl)cc1NC(=O)N(C)CCc1c(C)nn(C)c1C	i
Cc1cccc(C(=O)N2CCC(OC3CCN(C)CC3)CC2)c1	?
CCn1ccc(C(=O)NCC(=O)N2CCCCCNC(=O)CC2c2ccccc2)n1 (stereo unspecified)	i
CC(C)N(C(=O)CSc1nc2ccc(Cl)cc2[nH]1)c1ccccc1	?

compound	Pf Dd2 inh
CCc1ccc(N2CCn3c2nc2c3c(=O)n(Cc3cccc(C)c3)c(=O)n2C)cc1	25%
Cc1nc2c(c(-c3ccc(O)cc3)n1)CN(C(=O)c1ccc(C(F)(F)F)cc1)CCC2	?
O=C1NCCOCCCN[C@H]2CCC[C@@H]12	13%
COc1ccc(C)cc1-n1cnc2cc(C(=O)NC3CCCC3)ccc21	?
CCc1cccc(C)c1NC(=O)C1CCN(S(=O)(=O)c2c(C)noc2/C=C/c2c(C)cc(C)cc2C)CC1	40%[activator]
CCC(=O)N1c2ccccc2CC1C(=O)NCc1cc(OC)ccc1OC (stereo unspecified)	58%[activator]
O=C(NC1CCCCC1)c1cc2n(n1)CC(c1ccc(Cl)cc1)OC2 (stereo unspecified)	-24%
O=C(COC(=O)c1cccc(NC(=O)c2ccc(Br)cc2)c1)c1ccc(Br)cc1	-19%
Cc1cccc(NC(=O)CCn2nc(-c3ccccc3)c3ccccc3c2=O)c1	?
CN(C)C(=O)N1CCC(c2nc(COc3ccccc3)nn2CCO)CC1	15%
COc1ccc(CN2CCCC3(CN[S+](=O)([O-])c4cccnc4O3)C2)cc1 (stereo unspecified)	-23%
COc1ccc(CCNC(=O)CSc2cn(CCNC(=O)c3ccccc3F)c3ccccc23)cc1OC	?

compound	Pf Dd2 inh
CCOC(=O)c1cnc2ccc(C)cc2c1Nc1ccc(OCc2ccccc2Cl)cc1	?
Cc1nnc(N2CCN(c3ccccc3F)CC2)c2c1nnn2Cc1ccccc1	-4%
CCOC(=O)c1ccc(NC(=O)c2cc3c(=O)n(C)c4ccccc4c3n2C)cc1	6%
CCCS(=O)(=O)N1CCc2nc(N3CCN(C)CC3)sc2C1	?
Cc1ccccc1C(=O)Nc1sc2c(c1C(=O)N1CCCCC1)CCC(C)C2 (stereo unspecified)	?
CCc1cccc(-n2c(=O)c3cccnc3n2CC(=O)Nc2ccccc2C(=O)OC)c1	49%[activator][5.79 µM]
COC[C@@H]1[C@H](NC(=O)c2cc(S(N)(=O)=O)ccc2OC)[C@@H]2CCO[C@H]12	-10%
Cc1cc(C)c(NS(=O)(=O)c2cc(-c3onc(C)c3C)ccc2C)c(C)c1	i
CCN1C(=O)CCN(C(=O)CCOC)CC12CCOCC2	9%
CCc1nc2cc(N3CCC(C(=O)O)CC3)cnc2nc1CC	i
O=C(NCCn1ccc2ccc(Cl)cc21)C1CC(=O)N(c2n[nH]c3ccccc23)C1 (stereo unspecified)	i
c1c[nH]c(-c2nc3ccncc3[nH]2)c1	22µM*!

compound	Pf Dd2 inh
O=C1CO[C@H]2CCN(Cc3ccccc3)CC[C@@H]2N1CCc1cccnc1	-11%[44.1 µM]
COc1cccc2c1OCCCN(Cc1cn(-c3ccccc3)nn1)C2	-10%
Cc1cccc2nc(C(=O)N3CCC4(CC3)CC(c3ccccc3)CN(C)C4)cn12 (stereo unspecified)	?
O=S1(=O)NC2(CCCN(CCc3ccccc3)C2)COc2ccccc21 (stereo unspecified)	?
Cc1nn(C)c2c1c(C(F)(F)F)cc(=O)n2C(C)C(=O)NCCC(C)C (stereo unspecified)	-19%
CCCCCn1c(=N)c(S(=O)(=O)c2ccccc2)cc2c(=O)n3ccccc3nc21	3%
O=C(NCC(c1ccc2c(c1)OCO2)N1CCN(c2ccccc2)CC1)c1ccccc1F (stereo unspecified)	?
O=C1NC2(CCN(C(=O)c3ccccc3)C2)N=C1c1ccccn1 (stereo unspecified)	-14%[44.1 µM]
Cc1ccc(CNS(=O)(=O)c2cc(C(=O)Nc3ccc(C(C)C)cc3)ccc2F)cc1	i
Cc1ccc(NC(=O)N2CCC3(CC2)CC(Cc2nc(-c4ccccc4)no2)CCO3)cc1C (stereo unspecified)	8.9µM*
NC(=O)COc1ccc(-c2noc(COc3ccc(Cl)cc3)n2)cc1	0%
COc1cc(NC(=O)c2nnn(CC(=O)Nc3cc(C)ccc3C)c2N)cc(OC)c1	35%[activator]

compound	Pf Dd2 inh
O=C(Nc1ccc(Br)cc1)c1cc2nc(-c3ccccc3)cc(-c3ccccc3)n2n1	-20%
COc1ccc(C(=O)N[C@H](Cc2ccccn2)C2CC(O)C2)cc1F (stereo partly specified)	-3%
Cc1cccc(-c2nc(Cn3c(SCc4cccc(C(F)(F)F)c4)nc4ccncc43)c(C)o2)c1	-1%
CC(C)NC(=O)C(C)[C@@H]1CC[C@@]2(C)CC[C@H](N[S+](C)(=O)[O-])[C@@H](C)[C@@H]2[C@H]1O (stereo partly specified)	27%[44.1 µM]
CCCc1noc(-c2cccn3c(CNC(=O)c4ccc(F)cc4)nnc23)n1	i
O=C(NC1C[C@H]2CC[C@@H](C1)N2C(=O)COc1ccc(F)cc1)c1ccncc1 (stereo partly specified)	i
COCCc1noc(C2Cc3ccccc3N2C(=O)Nc2cc(C)cc(C)c2)n1 (stereo unspecified)	i[5.79 µM]
O=C(CC[C@@H]1CNC(=O)[C@@H]2C[C@H](NC(=O)Nc3ccsc3)CN12)NCc1ccccc1	-19%
c1cc(N2CCCCC2)ccc1-c1n[nH]c(C2CCOC2)n1 (stereo unspecified)	-24%
COc1ccc(OC)c(CN2CCNc3cc(-c4ccccc4)ncc3C2)c1	?
CC(C)c1ccc(NC(=O)Nc2csc3c2CCCC3)cc1	?
Cc1ccc(Cl)cc1NC(=O)c1oc2ccc(S(=O)(=O)N3CCC4(CC3)OCCO4)cc2c1C	?

compound	Pf Dd2 inh
Cc1cc(C)cc(NC(=O)Cn2nc3n(c2=O)CCCCC3)c1	2%
COC(=O)c1ccccc1NC(=O)c1nc(S(=O)(=O)Cc2cccc(C)c2)ncc1Cl	43%[activator][5.79 µM]
O=C(c1ccc2c(c1)OC(F)(F)O2)N1CC2(Cc3ccccc3NC2=O)C1	-7%
COc1ccc(Cl)cc1NC(=O)Cn1c(=O)n(CCC(=O)NCc2ccc3c(c2)OCO3)c(=O)c2ccccc21	15%
COc1ccc(C(=O)N2CC(Oc3ccc4c(c3)OCO4)C2)cc1	7%
CCc1ccccc1NC(=O)Cn1c(N2CCN(c3ccccc3)CC2)nc(C)cc1=O	?
CC(C)S(=O)(=O)N1CCC(Oc2ncccc2C(=O)N(C)C)C1 (stereo unspecified)	6%
CCN1CCN(c2ncnc3c2cnn3-c2cc(Cl)ccc2C)CC1	1%
CC(C)CN1CCC(O)(c2csc(CN(C)Cc3cccnc3)n2)CC1	i
O=C1c2[nH]nc(-c3ccccc3O)c2C(c2cccc(Cl)c2)N1Cc1cccnc1 (stereo unspecified)	i
N[C@@H]1CC[C@H](C(=O)N2CCN(Cc3cccc(C(F)(F)F)c3)CC2)C1	-4%
O=C(CSCc1cnn(-c2ccccc2)c1-n1cccc1)NCc1cccc(Cl)c1	?

compound	Pf Dd2 inh
O=C(CC[C@@H]1CNC(=O)[C@@H]2C[C@H](NC(=O)Nc3ccc(F)cc3F)CN12)NC1CC1	41%[activator][44.1 µM]
CCCOc1cccc(C(=O)Nc2cccc3cccnc23)c1	22%
CCCNC(=O)C1CCN(C(=O)N2CC(C)Oc3ccccc32)CC1 (stereo unspecified)	11%
COc1ccc(C)cc1NC(=O)CN(C)S(=O)(=O)c1ccc2c(c1)c(=O)n(C)c(=O)n2C	18%
O=C(CN1CC2CC(C1)[C@H]1CCCC(=O)N1C2)NCCCN1CCc2ccccc2C1 (stereo partly specified)	?
Fc1ccc(Nc2nc(SCc3ccccc3Cl)nc3ccccc23)cc1	?
CCOc1ccc(-c2cc(C(=O)Oc3ccc(C#N)cc3)no2)cc1	-19%
CCOc1ccccc1NC(=O)c1c(NC(=O)c2ccncc2)sc2c1CCC(C(C)(C)C)C2 (stereo unspecified)	22%
Cc1oc(C(C)C)cc1C(=O)N1CC[C@@](O)(C2CCOCC2)[C@H](C)C1	-2%
Cc1ccccc1CNC(=O)CN1CCC2(CC1)NC(=O)CC2C(=O)O (stereo unspecified)	-5%
Cc1noc2c(NCCCn3ccnc3)cc(-c3cccc(C(F)(F)F)c3)nc12	?
CC(=O)NCCCC(=O)N1CCC2(CC1)CN(C(=O)N(C)C)Cc1ccccc1O2	-1%

compound	Pf Dd2 inh
COc1cccc(C(=O)N2CCC3(CC2)NC(=O)N(Cc2ccccc2)C3=O)c1	0%
COc1ccc(CNC(=O)c2cc3cc4ccc(C)cc4nc3o2)cc1	i
COc1cccc(CC(=O)NC2CCN(c3cc(-c4ccccc4)[nH]n3)CC2)c1	i
Cc1ccccc1[C@@H]1CN(Cc2cnn(CCC(=O)O)c2)C[C@H]1C(=O)O	10%
Cc1cc(C[C@@H]2COC[C@@H]2NC(=O)CCc2c(C)nc3ncnn3c2C)on1	-6%

Filtered by structure: those above containing bromine (two)
compound	Pf Dd2 inh
O=C(COC(=O)c1cccc(NC(=O)c2ccc(Br)cc2)c1)c1ccc(Br)cc1	-19%
O=C(Nc1ccc(Br)cc1)c1cc2nc(-c3ccccc3)cc(-c3ccccc3)n2n1	-20%

These rows are one share of the data; the hit share may differ from the screen's.
